Source: PubChem
Insulin prom inh = TRM-6 insulin promoter activity inhibition. inhibition, % at 2 µM. TRM-6 cells (human fetal islet line), insulin promoter-eGFP reporter, imaging; reporter expression induced with tamoxifen. 130,000 compounds, 0.9% hits;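 active = inhibition above the mean plus 3 SD, with well images judged a real hit on visual review, cut at about 60% in these data, passing the limit was not always enough; inconclusive = inhibition over the cutoff but images rejected on review; inactive = inhibition not above the cutoff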
SDO1 yeast rescue = sdo1-depleted yeast growth rescue. S. cerevisiae sdo1-depleted JHY4D growth rescue, OD600 30 h; active compounds read high; pdr5 snq2 efflux-pump mutant strain. z-score at 10 µM. 140,000 compounds, 0.21% hits;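 active = z-score above 3 at both the 24 hr and the 30 hr optical density reads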;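 also: z-score against mean and SD of all compound wells on the same plate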
SDO1 yeast rescue Rescue 24 h = recorded beside SDO1 yeast rescue, whose call it bears; z-score; S. cerevisiae sdo1-depleted JHY4D growth rescue, OD600; measured here: growth rescue at 24 h;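 0 is the plate mean of compound wells and units are plate SD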
Active calls of the source: *; i = inactive; ? = inconclusive; nt = not tested or not shown. Outcome played no part in choosing rows. Share with any hit: about 0.94%.

Order of results: SDO1 yeast rescue, SDO1 yeast rescue Rescue 24 h, Insulin prom inh
- CC1(C)Oc2ccc(C(=O)N3CCCC3)cc2N(CC(=O)NCc2ccccc2)C1=O
 : 0.98, 0.2, nt
- O=C(NCc1ccc(F)cc1)c1ccccc1OCc1ccccc1
 : -0.74, -0.56, -39
- O=C1C2C3C=CC(C3)C2C(=O)N1c1ccc(N2CCN(c3ccccn3)CC2)c([N+](=O)[O-])c1 (stereo not given)
 : nt, nt, ?
- O=C(Cc1ccc(Br)cc1)NCCc1ccc(Cl)cc1Cl
 : -1.5, -1.2, -3
- O=C(COc1ccccc1)N1CCN(c2ncccn2)CC1
 : nt, nt, -15
- CN(CC(=O)Nc1ccc(SC(F)F)cc1)C1CCCCC1
 : nt, nt, 14
- CCN=C1SC(C(=O)Nc2ccccc2)CC(=O)N1CC (stereo not given)
 : -0.36, -0.41, nt
- N=c1c2c3c(sc2ncn1CCCO)CCCC3
 : 0.71, 0.74, 30
- COc1ccc(Nc2nc(N/N=C/c3ccc(N(C)C)cc3)nc(C)c2[N+](=O)[O-])cc1
 : -0.08, 2.6, nt
- CNc1ccccc1C(C)(C)c1cc(-c2ccc(F)cc2)no1
 : -0.3, -0.45, nt
- CC12CC(O)C3c4ccc(O)cc4CCC3C1CCC2=O (stereo not given)
 : nt, nt, -7
- O=C(O)CCC(=O)N1CCc2cc(S(=O)(=O)N3CC=C(c4ccccc4)CC3)ccc21
 : 1.1, 1.2, nt
- COc1ccc(Cc2c(O)nc(SCC(=O)N3CCCCCC3)[nH]c2=O)cc1
 : -0.52, -1.1, -5
- CCOC(=O)N1CCN(c2ccc(C(F)(F)F)cn2)CC1
 : 1.2, 0.67, 38
- CC(C)CCNC(=O)NC(=O)COC(=O)c1cc(S(=O)(=O)N2CCOCC2)ccc1N1CCCCC1
 : -0.17, 0.41, -10
- O=C(CN1CCC(n2nnc3cc(F)ccc32)CC1)N1CCCc2ccccc21
 : -0.29, -0.45, 45
- COc1ccc(C(=O)CSc2nnc(CNc3ccc(C)cc3C)n2Cc2ccco2)cc1
 : -2.2, -2, nt
- C=CCn1c(N)c(C(=O)Nc2ccc(C)c(C)c2)c2nc3ccccc3nc21
 : -0.2, 1.1, -29
- CC1CCc2c(C(=O)Oc3cccc(-n4cnnn4)c3)csc2C1 (stereo not given)
 : -0.93, -0.8, nt
- CCOC(=O)C1CCN(C(=O)CNS(=O)(=O)c2ccc(Br)s2)CC1
 : 1.3, 1.3, nt

6 of the compounds above, tab-delimited:
SMILES	SDO1 yeast rescue	SDO1 yeast rescue Rescue 24 h	Insulin prom inh
COc1ccc(Nc2nc(N/N=C/c3ccc(N(C)C)cc3)nc(C)c2[N+](=O)[O-])cc1	-0.08	2.6	nt
CCOC(=O)N1CCN(c2ccc(C(F)(F)F)cn2)CC1	1.2	0.67	38
CC12CC(O)C3c4ccc(O)cc4CCC3C1CCC2=O (stereo not given)	nt	nt	-7
COc1ccc(Cc2c(O)nc(SCC(=O)N3CCCCCC3)[nH]c2=O)cc1	-0.52	-1.1	-5
O=C(Cc1ccc(Br)cc1)NCCc1ccc(Cl)cc1Cl	-1.5	-1.2	-3
CCOC(=O)C1CCN(C(=O)CNS(=O)(=O)c2ccc(Br)s2)CC1	1.3	1.3	nt

New compounds follow
Order of results: SDO1 yeast rescue, SDO1 yeast rescue Rescue 24 h, Insulin prom inh
- CCCCN(CC)S(=O)(=O)c1ccc(C(=O)N(CCCN(C)C)c2nc3cc(C)cc(C)c3s2)cc1
 : nt, nt, 42
- O=C(CCc1nc2ccccc2[nH]1)Nc1ccc2c(c1)OCO2
 : 0.49, 0.09, 72
- CCCOc1ccccc1NC(=O)c1ccc([N+](=O)[O-])cc1
 : nt, nt, 50
- O=C(N/N=C/c1ccc(O)cc1)c1csc2c1CCCC2
 : 0.78, 0.14, nt
- Cc1nnc(NC(=O)CSc2nnc(Cc3cccn3C)n2CCc2ccccc2)s1
 : 0.61, 0.45, nt
- O=C(NC(Cc1c[nH]c2ccccc12)C(=O)OCC(=O)c1cccc2ccccc12)c1cccs1 (stereo not given)
 : 0.48, 0.52, nt
- CCNC(=S)NNC(=O)c1csc2c1CCC(C)C2 (stereo not given)
 : 0.73, 0.61, -65
- COC(=O)CN1C(c2ccccc2O)Nc2ccc(Br)cc2C1c1ccccc1 (stereo not given)
 : -0.73, -0.86, nt
- CC1CC(C(F)(F)F)n2nc(C(=O)O)cc2N1 (stereo not given)
 : -0.59, -0.7, 8
- CCN(CC)CCCN1C(=O)C(=O)/C(=C(/O)c2ccc3c(c2)OCCO3)C1c1ccco1 (stereo not given)
 : 0.68, 0.06, 6
- COc1ccc(N2CCSC2C(=O)NN)cc1 (stereo not given)
 : 0.48, 0.38, -122
- CSc1ccccc1-c1nnc(-c2ccccc2)o1
 : -1.6, -1.2, -9
- O=S(=O)(NC1CCCCC1)c1ccc(Cl)nc1
 : 1.1, 0.11, 23
- O=C(Nc1ccc(N2CCOCC2)c(Cl)c1)c1ccc2c(c1)OCCO2
 : nt, nt, -19
- CC1CCN(C(=O)CSc2nnc(CSc3ncccn3)n2C)CC1
 : 0.23, -0.65, -15
- O=C(Cn1cc2c(n1)CCCC2)NCCCN1CCN(c2ccccc2F)CC1
 : 0.82, 0.53, nt
- O=C(CCCc1nc(-c2ccc(Cl)cc2)no1)Nc1cccnc1
 : -2.9, -1.9, -111
- O=C(CCSc1ccccc1)NC1CCCC1
 : -0.97, -1.1, nt
- CCS(=O)(=O)N1CCN(S(=O)(=O)c2ccccc2)CC1
 : 1.7, 1.6, 7
- COc1ccc(NC(=O)CC2SC(=Nc3ccccc3)NC2=O)c(OC)c1 (stereo not given)
 : 0.82, 0.63, nt

Additional entries.
Order of results: SDO1 yeast rescue, SDO1 yeast rescue Rescue 24 h, Insulin prom inh
- COc1ccc(NCc2cc3ccccc3[nH]c2=O)cc1
 : -0.48, -0.58, 8
- Nc1ncc(-n2cncn2)c(-c2ccc(Cl)cc2)n1
 : nt, nt, -20
- COc1ccc(NC(=O)/C(Cl)=C(/Cl)S(=O)Cc2ccc(C)cc2)cn1 (stereo not given)
 : -1.3, -0.57, -317
- Cc1ccc(-n2c(SCC(=O)OC(C)C)nnc2-c2ccccn2)cc1
 : -0.42, -1.4, 21
- O=C(NN=C1CCCCC1)NC1CCCCC1
 : 0.7, 0.12, nt
- Cc1n[nH]c(=S)n1/N=C/c1ccccc1OCc1ccc(Cl)cc1Cl
 : -1.4, -1.1, 18
- O=C(OCc1ccccc1Cl)c1ccccc1C(=O)c1ccccc1
 : 0.42, 0.55, -10
- COc1ccc(C)cc1NC(=O)CCCN1C(=S)NC(C)(C)CC1C (stereo not given)
 : -0.46, -0.65, -25
- Nc1c(-c2cccc([N+](=O)[O-])c2)nc2ccccn12
 : 0.74, 2.2, 69*
- COc1ccc(C(=O)Nc2cccc(OC)c2)cc1
 : -0.15, -0.16, -18
- Cc1ccc(NC(=O)COc2ncnc3c(Cl)cc(Cl)cc23)cc1[N+](=O)[O-]
 : -1.8, -1.5, 41
- Cc1csc2nc(CNC(=O)C3CC=CCC3C(=O)O)cn12 (stereo not given)
 : 0.07, -0.81, nt
- O=C(O)c1ccc(/C=C2\SC(=Nc3ccccc3)N(c3ccccc3)C2=O)cc1
 : nt, nt, 29
- CCN(C(=O)c1ccc(C(C)(C)C)cc1)c1nnc(Cn2nnc3ccccc32)s1
 : 0.02, 0.61, nt
- O=C1COc2ccc(C(=O)COC(=O)CNC(=O)c3ccco3)cc2N1
 : nt, nt, -82
- O=C(O)CCCCc1nc2ccccc2s1
 : 0.74, 0.51, 12
- O=S1(=O)CCN(C(CCO)c2cccc(C(F)(F)F)c2)CC1 (stereo not given)
 : nt, nt, -244
- COc1ccc(C(CC(=O)Nc2ccc(Cl)cc2F)NC(=O)C(F)(F)F)cc1 (stereo not given)
 : 0.39, 0.43, nt
- CCCN1CN(Cc2ccco2)c2nc3ccccc3n2C1
 : 0.5, -0.33, ?
- CC1CC(=O)c2cnc(Nc3cccc(C(F)(F)F)c3)nc2C1 (stereo not given)
 : 0.06, 0.6, -56

Next part
Order of results: SDO1 yeast rescue, SDO1 yeast rescue Rescue 24 h, Insulin prom inh
- COc1ccc(C(=O)NNC2=CC(=O)CC(C)(C)C2)cc1
 : 1.3, 1.3, -10
- O=C1CCCC2=C1C(c1ccc3c(c1)OCO3)c1c([nH]n(-c3ccccc3)c1=O)N2 (stereo not given)
 : 0.14, 0.43, nt
- O=C(NC1CCCCC1)c1ccc(Cn2cc(Cl)cn2)cc1
 : 0.05, 0.15, 13
- Cc1nc2ncnn2c(C)c1CCC(=O)N1CCN(Cc2ccccc2)CC1
 : -0.28, -0.46, 36
- Cc1csc(NC(=O)CSc2nnc(-c3ccccc3)o2)n1
 : -0.51, -0.69, -13
- CCN(CC)CCNC(=O)C(=O)NCC1OCCN1S(=O)(=O)c1ccc2c(c1)OCCO2 (stereo not given)
 : nt, nt, 9
- Cc1ccc(S(=O)(=O)N2CCCC2C(=O)OCC(=O)Nc2ccc3c(c2)OCO3)cc1 (stereo not given)
 : -1.4, 0.41, nt
- CC(C)c1nnc(SCC(=O)N2CCOCC2)n1C
 : 0.67, 0.56, 21
- COc1ccccc1NC(=O)CCN1CCCCCC1
 : -0.7, -0.52, 18
- Cn1c(CNC(=O)Nc2ccccc2)nnc1SCc1ccccc1
 : -0.24, -1.2, nt
- COC(=O)c1ccc(-n2nnnc2SCC(=O)NCc2cccc(C(=O)O)c2)cc1
 : 0.46, 0.42, -7
- COC(=O)c1ccc(OC)c(CSc2nnc(COc3cccc(C)c3)o2)c1
 : -0.61, -0.1, nt
- O=[N+]([O-])c1cc(Cl)ccc1NCCNS(=O)(=O)c1ccccc1
 : -0.68, -0.43, nt
- CCc1cc(=O)oc2cc(C)c3c(C)coc3c12
 : -0.18, 0.21, -14
- CC(=O)Nc1ccc(OC(=O)c2ccco2)cc1
 : 0.22, 0.4, 38
- COc1ccc(NC(=O)Cn2nnc(-c3ccccc3NS(=O)(=O)c3ccc(OC)cc3)n2)cc1
 : 1.2, 0.86, -24
- Cc1ccccc1NC(=O)c1sc2nc3c(c(-c4ccco4)c2c1N)CCCC3
 : -0.82, 0.21, nt
- O=C(Nc1cccc(Cl)c1)Nc1nnc(-c2ccncc2)s1
 : -0.55, 0.08, -52
- C[C@@H]1CN(C2CCN(Cc3nc(C(c4ccccc4)c4ccccc4)no3)CC2)C[C@H](C)O1
 : nt, nt, -40
- Cc1[nH]n(-c2ccccc2)c(=O)c1/C=N/NC(=O)c1cccc([N+](=O)[O-])c1
 : 0.44, 0.16, -15

(further entries)
Order of results: SDO1 yeast rescue, SDO1 yeast rescue Rescue 24 h, Insulin prom inh
- Cc1ccc(CNC(=O)COC(=O)Cn2nc(C)c([N+](=O)[O-])c2C)cc1
 : nt, nt, 6
- CCn1c(SCC(=O)N/N=C/c2cc(OC)c(O)c(OC)c2)nc2ccccc21
 : 0.02, -0.28, 3
- O=C(O)c1ccc(NCCC2=CCCCC2)c([N+](=O)[O-])c1
 : nt, nt, -8
- COc1cc([N+](=O)[O-])ccc1N
 : 2.4, 2.1, -44
- Cc1ccccc1N(C)S(=O)(=O)c1ccc2[nH]cc(C(=O)NCC3CCCO3)c(=O)c2c1 (stereo not given)
 : 1.5, 2, -19
- O=S(=O)(c1ccc2nc(SCc3cccc(Cl)c3)[nH]c2c1)N1CCOCC1
 : -0.96, -0.79, 2
- O=C(Cc1cc(=O)[nH]c(=O)[nH]1)NCC1CCCO1 (stereo not given)
 : 1.1, 1.9, nt
- O=C1OCCN1C(=O)[C@H]1[C@H](c2ccc(Cl)cc2)C(c2cccc(Cl)c2)=NN1c1ccccc1
 : -0.27, -0.03, 41
- CSc1nc2c(c(-c3ccc(O)cc3)c1C#N)CCC2
 : -1.9, -1.1, -50
- COc1cc(C(=O)OCC(=O)N(C)Cc2ccccc2)cc(OC)c1OC
 : 0.82, 0.71, -16
- CCOC1=NN(c2ncc(C(F)(F)F)cc2Cl)C(=O)C1
 : nt, nt, 38
- O=C(Nc1ccc2c(c1)OCCO2)C1CCN(S(=O)(=O)c2ccccc2)CC1
 : nt, nt, -20
- COc1ccc(C(=O)/C(=C\c2ccco2)N2C=CC=CC2=C(C#N)C#N)cc1
 : -1.3, -1.3, -6
- CCOC(=O)NNC1CC(=O)N(c2ccc(OC)cc2)C1=O (stereo not given)
 : 0.56, -0.08, nt
- CC(C)OCCCNC(=O)CCN1C(=O)COc2ccccc21
 : 0.41, -0.11, 9
- O=C(CN1C(=O)NC2(CCc3ccccc3C2)C1=O)NCc1ccco1 (stereo not given)
 : nt, nt, -55
- CC(C)C(=O)N1CCN(c2c(Cl)cccc2[N+](=O)[O-])CC1
 : -0.97, -0.87, -47
- CCn1nnnc1Oc1ccc(Cl)cc1
 : 0.61, 0.44, i
- CCn1c(SCC(=O)c2ccc(OC)cc2)nnc1C(C)NC(=O)c1ccc(OC)cc1 (stereo not given)
 : 0.49, 0.82, 8
- O=S(=O)(c1ccccc1)c1cccc(S(=O)(=O)N2CCCCC2)c1
 : -0.69, -1.1, nt

Other structures follow:
Order of results: SDO1 yeast rescue, SDO1 yeast rescue Rescue 24 h, Insulin prom inh
- COc1ccc(CNC(=O)C(=O)NCC2OCCN2S(=O)(=O)c2ccc3c(c2)OCCO3)cc1 (stereo not given)
 : -0.32, -0.49, -48
- CCCCOc1ccc(NC(=O)CSc2cccc3cccnc23)cc1
 : -0.65, 0.2, -23
- Cc1ccc(NC(=O)C(C)Sc2nnc(-c3cccnc3)o2)cc1 (stereo not given)
 : 0.98, 0.83, nt
- COc1ccc2c(c1)-c1c(ssc1=S)C(C)(C)N2S(=O)(=O)c1ccc(C)cc1
 : 0.13, 0.79, 10
- COc1ccc2c(c1)c1nc3ccccc3nc1n2Cc1ccc(OC(C)C)c(OC)c1
 : -0.89, -0.09, -76
- CCOC(=O)c1sc2ncnc(N3CCN(C(=O)OCC)CC3)c2c1C
 : -0.45, -0.82, -41
